Source: PubChem BioAssay (National Center for Advancing Translational Sciences (NCATS))
EPAC1 agonist: agonists of human EPAC1. Potency, µM (top dose mostly 154 µM), for inactives: at the highest dose activation, most hits filed as activators. AID 720707. O95398. hit rate 0.073% among 360,000. EPAC1 agonist qHTS, biochemical assay; response scale: 100% = response to 6.5 mM cAMP; further: potency means the concentration at half of the fitted maximal effect; nearly all actives have a fitted effect of over 60% in size
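Normalized to 6.5 mM cAMP, activity reflects EPAC1-catalysed release of BODIPY-GDP from Rap1B, followed kinetically over 30 min at 480 nm excitation, 540 nm emission. Reaction contained 100 nM EPAC1, 250 nM Rap1B-BODIPY-GDP, 50 uM GDP.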
MmCpn inh: blocks the Methanococcus maripaludis chaperonin Mm-Cpn; hit rate 0.031% among 330,000; purified Mm-Cpn ATPase, ADP Transcreener TR-FRET; Potency, µM (titrated, usually from 76.9 µM), inactives show at the top dose activity, negative = inhibition, hits mostly inhibitors; AID 504842; further: potency means the concentration at half of the fitted maximal effect; on the % scale 0 is the no-effect control and ±100 the full control effect; nearly all actives have a fitted effect of over 80% in size
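Quantitative HTS used 25 nM Mm-CPN and 10 uM ATP in magnesium/KCl Tris buffer, pH 7.4, with 1 mM DTT. Hydrolysis ran 30 min at 37°C; ADP was read by HTRF.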
WRN helicase inh: inhibitors of human WRN helicase; WRN helicase unwinding, fluorescent forked duplex, kinetic; Potency, µM (top dose mostly 114 µM), for the others: at the top dose activity change, negative = inhibition, actives largely listed as inhibitors; hit rate 0.46% among 360,000; AID 651768; further: potency means the concentration at half of the fitted maximal effect; on the % scale 0 is the no-effect control and ±100 the full control effect; nearly all actives have a fitted effect of over 55% in size
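Kinetic red-fluorescence monitoring (525/598 nm) tracks WRN helicase activity after 100 nM fluorophore-quencher forked duplex and 2 mM ATP are added to 20 nM enzyme pretreated 15 min at room temperature with compound.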
CCT modulator: modulators of cytosolic chaperonin (CCT/TRiC) activity; purified chaperonin ATPase assay, HTRF ADP detection, 30 min; activity change, % (concentration not given with the values), hits read low; hit rate 0.3% among 360,000; AID 651819; in the data active means activity change below about -30%; further: on the % scale 0 is the no-effect control and ±100 the full control effect
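First, chaperonin was dispensed at 40 nM or 20 nM final depending on batch activity. Next, compounds were pinned at 76 uM and ATP added at 10 uM. After 30 min at 37 °C, ADP detection reagents ran 30 min at ambient temperature.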
PI5P4K alpha inh: blocks human PI5P4K alpha kinase activity; max response, %; hit rate 1.2% among 330,000; PI5P4Kalpha enzyme, ADP-Glo luminescence, 60 min; hits give low values; P48426; AID 652105; active means max response of -50% or lower; inconclusive means between -30% and -50%; inactive means -30% or higher; further: value at the top dose of about 77 µM; on the % scale 0 is the no-effect control and ±100 the full control effect
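Reactions run in 0.038 M HEPES pH 7.4, 0.28 mM EGTA, 0.1% CHAPS and 5% DMSO, with PI5P4Kalpha, substrate, compound and 5 microM ATP final, one hour at room temperature. Readout is ADP-Glo luminescence.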
EPAC1 antagonist: antagonists of human EPAC1; O95398; EPAC1 GEF assay, Rap1b-BODIPY-GDP exchange fluorescence; Potency, µM (doses to about 115 µM), for inactives: top-dose activity change, negative = inhibition, actives largely listed as inhibitors; hit rate 0.14% among 360,000; AID 720709;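 further: potency means the concentration at half of the fitted maximal effect; plate controls were vehicle for no effect and positive control for full effect; nearly all actives have a fitted effect of over 50% in size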
EPAC2 antag: blocks human EPAC2 exchange factor. Q8WZA2. EPAC2 GEF exchange of Rap1B-BODIPY-GDP, fluorescence. Potency, µM (top dose mostly 114 µM), for inactives: at the highest dose activity, negative = inhibition, most hits filed as inhibitors. hit rate 0.18% among 360,000; further: potency means the concentration at half of the fitted maximal effect; on the % scale 0 is the no-effect control and ±100 the full control effect; nearly all actives have a fitted effect of over 45% in size; many of its hits are not listed in these tables
Target sequence (Q8WZA2 whole entry, looked up): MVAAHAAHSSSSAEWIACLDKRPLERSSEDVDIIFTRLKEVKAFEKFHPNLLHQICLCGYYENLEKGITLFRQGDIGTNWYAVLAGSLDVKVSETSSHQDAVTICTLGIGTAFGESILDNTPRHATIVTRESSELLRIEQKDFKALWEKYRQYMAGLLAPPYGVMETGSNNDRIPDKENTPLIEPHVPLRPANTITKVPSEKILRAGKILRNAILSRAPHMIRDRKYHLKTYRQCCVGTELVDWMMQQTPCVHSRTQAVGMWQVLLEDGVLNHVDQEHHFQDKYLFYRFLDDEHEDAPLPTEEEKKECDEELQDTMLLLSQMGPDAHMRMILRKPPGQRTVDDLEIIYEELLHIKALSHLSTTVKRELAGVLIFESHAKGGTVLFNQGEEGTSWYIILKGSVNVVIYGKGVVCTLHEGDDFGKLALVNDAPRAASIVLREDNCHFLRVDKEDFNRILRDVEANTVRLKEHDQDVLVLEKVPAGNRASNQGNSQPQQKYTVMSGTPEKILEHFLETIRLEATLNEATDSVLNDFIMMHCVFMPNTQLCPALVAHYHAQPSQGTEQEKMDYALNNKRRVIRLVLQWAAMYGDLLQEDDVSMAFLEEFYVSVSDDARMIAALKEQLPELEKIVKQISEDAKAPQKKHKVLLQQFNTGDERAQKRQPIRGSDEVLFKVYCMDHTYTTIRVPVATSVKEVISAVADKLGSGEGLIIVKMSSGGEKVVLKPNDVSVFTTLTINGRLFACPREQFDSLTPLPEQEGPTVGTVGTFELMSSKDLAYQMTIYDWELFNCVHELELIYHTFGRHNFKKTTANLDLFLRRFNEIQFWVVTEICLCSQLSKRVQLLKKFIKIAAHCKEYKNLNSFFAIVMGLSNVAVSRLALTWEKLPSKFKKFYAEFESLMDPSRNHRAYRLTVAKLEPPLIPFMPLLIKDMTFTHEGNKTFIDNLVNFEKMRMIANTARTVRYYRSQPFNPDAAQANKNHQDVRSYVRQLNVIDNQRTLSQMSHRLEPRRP
PLK1 PBD block: PLK1 (human) polo-box domain binding inhibition. Potency, µM, inactives show max response, negative = inhibition, actives largely listed as inhibitors. Plk1 PBD binding of FITC phosphopeptide, fluorescence polarization. hit rate 2.8% among 360,000; further: potency means the concentration at half of the fitted maximal effect; series mostly up to about 57 µM; on the % scale 0 is the no-effect control and ±100 the full control effect; nearly all actives have a fitted effect of over 65% in size
Active calls of the source: *; ? = inconclusive; / = no result given; [ ] = remark or other dose. Unless noted, the call rests on the fitted dose curve; in most records, active means well fitted curve in the direction sought with a large enough effect; inconclusive means small, poorly fitted or top-dose-only effect, or another doubt; inactive means no such curve, though single readings can be large; an effect the other way counts as inactive or inconclusive.

SMILES	EPAC1 agonist	MmCpn inh	WRN helicase inh	CCT modulator	PI5P4K alpha inh	EPAC1 antagonist	EPAC2 antag	PLK1 PBD block
CC12CN3CC(C)(CN(C1)C3c1ccc(Br)cc1O)C2 (stereo not drawn)	3%	1%[15.4 µM]	3%	-3.4	1	-14%	-9%	-13%
O=C(COc1ccc(Cl)cc1)N(Cc1ccco1)C1CCS(=O)(=O)C1 (stereo not drawn)	5%	-3%	-22%	2.6	8	-24%	4%	-8%
CCCn1c(N)c(C(=O)CN(C)CC(=O)Nc2cc(C)ccc2C)c(=O)[nH]c1=O	-2%	2%	-10%	0.3	-6	-12%	-5%	-10%
CCC(C(=O)NC1CCCC1)N(Cc1ccco1)C(=O)Cn1nnc(-c2ccc(C)cc2)n1 (stereo not drawn)	3%	1%	-2%	1.1	/	-4%	3%	-7%
CC1(C)CC(=O)C(C=NCc2ccc3c(c2)OCO3)=C(O)C1	-9%	-2%	5%	1.6	/	7%	7%	-1%
C=CCNC(=S)N1CCC2CC1c1c(Cl)cccc12 (stereo not drawn)	-14%	/	5%	0.0	5	-20%	-10%	1%
Cc1ccc2c(CC(=O)OC(C)C(=O)Nc3ncc(Cl)cc3Cl)coc2c1 (stereo not drawn)	-5%	1%	-8%	0.2	0	10%	5%	-9%
CCn1c(=O)c(C(=O)NNS(=O)(=O)c2ccc(Br)cc2)c(O)c2ccccc21	1%	1%	-3%	-3.7	-1	-17%	0%	-29%
Cc1ccccc1Oc1nc(-c2ccccn2)nc2ccccc12	0%	2%	-27%	-1.0	6	-8%	?	1%
COc1ccccc1OCC(=O)Nc1ccc(S(=O)(=O)Nc2cc(C)on2)cc1	11%	3%	?	-5.4	0	-4%	-9%	-25%
COc1cc(C2C3=C(CCCC3=O)Nc3c2c(C)nn3-c2cccc(C)c2)cc(OC)c1O (stereo not drawn)	10%	0%	-9%	-0.4	4	11%	5%	4%
CC(C)CCn1c(-c2nonc2N)nc2ccccc21	11%	1%	-11%	-0.1	8	?	-17%	6%
CCCN(C(=O)c1ccccc1N)c1c(C)n(C)n(-c2ccccc2)c1=O	14%	0%	-3%	0.1	3	-6%	-2%	-20%
C=C(C)C1Cc2c(C)nn(-c3cccc4ccccc34)c2C1 (stereo not drawn)	16%	3%	-1%	-15	26	0%	-29%	-10%
O=C(COCC(=O)N1CCOCC1)N1CCOCC1	8%	1%	8%	-2.1	1	6%	0%	-5%
OC(COCC1COc2ccccc2O1)CN1CCc2ccccc2C1 (stereo not drawn)	-6%	1%	5%	-3.5	-10	4%	-8%	2%
C=C(Cl)COC(=O)[C@H]1C2C=CC(C2)C1C(=O)O (stereo partly drawn)	-2%	0%	2%	0.1	3	14%	11%	-5%
COC(=O)c1ccc(NC(=O)CCn2c(=O)oc3ccccc32)cc1	-17%	-1%	4%	-0.5	7	-22%	13%	0%
O=C(Nc1cc(C(F)(F)F)ccc1F)C1CCC1	7%	1%	-19%	-1.4	5	-14%	6%	-7%
O=C(CC(=O)NC1CCCCC1)N/N=C/c1ccc(Cl)cc1	-1%	0%	-5%	-0.1	-7	-13%	?	1%
C=C(C)C(=O)Oc1ccc(N2C(=O)[C@@H]3C4C=CC(C4)[C@@H]3C2=O)cc1	6%	-2%	11%	-1.3	0	-3%	6%	0%
CC(c1ccco1)N(C(=O)c1cccc(Br)c1)c1ccccn1 (stereo not drawn)	-7%	3%	-10%	-2.0	5	8%	3%	-5%
O=C(Cn1nc(-c2ccc(Cl)cc2)c2ccccc2c1=O)NCC1CCCO1 (stereo not drawn)	-1%	-4%	5%	0.0	-29	-4%	4%	13µM*
O=C(NC1CCOc2ccccc21)C1CCCC1 (stereo not drawn)	0%	2%	1%	1.8	-3	20%	12%	1%
Cc1cccc(C(=O)N2CCC(=O)N([C@H](COCc3ccc(Cl)cc3)Cc3ccccc3)CC2)c1	2%	/	-5%	-0.3	12	-18%	-17%	-11%

Other records:
SMILES	EPAC1 agonist	MmCpn inh	WRN helicase inh	CCT modulator	PI5P4K alpha inh	EPAC1 antagonist	EPAC2 antag	PLK1 PBD block
O=C(NCCN1CCCCC1)Nc1ccc(F)cc1	8%	1%	-36%	-1.5	1	-4%	-2%	-7%
O=C(Nc1cccc2c1C(=O)NC2=O)c1ccccc1[N+](=O)[O-]	11%	-1%	1%	-1.4	0	-24%	9%	-16%
CC(=O)NC(CC(=O)OCC(=O)c1cc(C)ccc1C)c1ccccc1 (stereo not drawn)	9%	0%	4%	-3.1	0	2%	0%	2%
Cc1nn(-c2ccccc2)nc1C(=O)OCC(=O)N1CCCCC1C (stereo not drawn)	-7%	-2%	-4%	0.7	-2	-20%	0%	-6%
CCn1cc(C(=O)N2CC(C)CC(C)C2)c(=O)c2cc(S(=O)(=O)N3CCCC3)ccc21 (stereo not drawn)	2%	-2%	-5%	-2.4	-6	3%	11%	-16%
O=C(/C=C/c1ccc(F)cc1)NCCNC(=O)/C=C/c1ccc(F)cc1	-4%	7%	-2%[57.1 µM]	-0.6	3	-16%	1%	-4%
COc1ccc([N+](=O)[O-])cc1N(CC(=O)NCCCOC(C)C)S(C)(=O)=O	14%	1%	7%	-0.9	2	-12%	-6%	-7%
COc1cc(/C=C(\C#N)c2ccccn2)ccc1OCC(=O)Nc1cccc(C(F)(F)F)c1	8%	0%	-18%	-6.4	5	5%	-12%	-9%
COCCCn1cn[nH]c1=S	2%	2%	1%	-2.1	-6	8%	-2%	5%
CCCCCC(=O)Nc1cccc(C2=NOC3(C2)C[C@H](C(N)=O)N(C(=O)CC)C3)c1 (stereo partly drawn)	-6%	1%	7%	-0.7	4	14%	3%	-13%
CCOC(=O)c1c(NC(=S)N2CCOCC2)sc2c1CCN(C(=O)OCC)C2	7%	-5%	-15%	2.0	4	2%	-11%	-25%
Cc1ccc(NC(=O)CN(C)C(=O)COC(=O)c2nccnc2N)cc1	-5%	0%	-2%	-3.6	0	-16%	3%	-4%
CC(Oc1ccc(Br)cc1Br)C(=O)Nc1cccnc1Cl (stereo not drawn)	-1%	-1%	-9%	2.2	13	1%	?	0%
O=C1Cc2ccccc2C(=O)N1	9%	/	-1%	0.6	-1	56µM*	?	-26%
CCN1C(=O)c2cccc3c(S(=O)(=O)N4CCC(C)CC4)ccc1c23	19%	-1%	-3%	-3.5	2	3%	-1%	2%
O=C(COC(=O)c1ccc(C(F)(F)F)cc1)Nc1cccc(S(=O)(=O)N2CCCCC2)c1	2%	2%	-14%	1.0	13	-10%	-29%	-13%
CC(=O)Nc1cccc(NC(=O)COc2ccc3c(c2)OCO3)c1	12%	0%	12%	-0.4	3	-17%	-7%	-7%
COc1ccc(C(=O)NN2C(=O)C3CCC(C)(C2=O)C3(C)C)cc1 (stereo not drawn)	8%	-1%	5%	-0.1	/	7%	6%	-8%
CC1(C(=O)Nc2cccc(Oc3ccccc3)c2)CCN1Cc1ccccc1Cl (stereo not drawn)	2%	/	-10%	-1.1	19	-9%	7%	-6%
CCCCN1C(=O)N(c2ccc(Cl)cc2)C(C)(O)CC1(C)C (stereo not drawn)	1%	1%	-2%	-0.8	5	-6%	0%	4%
COC(=O)COc1ccc(NC(=O)Cn2nc(-c3ccccc3)c3ccccc3c2=O)cc1	13%	-5%	-4%	-0.1	2	-5%	-9%	27µM*
CCN1CCN(c2ccc(NC(=O)c3ccc(Cl)c(N4CCCC4=O)c3)cc2)CC1	-1%	-1%	-1%	-0.2	1	-19%	10%	2%
O=C(CSc1nc(-c2ccco2)cc(C(F)(F)F)n1)NC1CCCC1	-7%	-5%	-4%	-3.0	4	0%	7%	-14%
CCc1ccc(/C=C2/Sc3ccccc3N(CC(=O)NCC3CCCO3)C2=O)cc1 (stereo not drawn)	16%	3%	-13%	0.5	9	-21%	-15%	-9%
Cc1ccc2nc(C)cc(Cl)c2c1	9%	-1%	5%	-1.2	-1	9%	9%	-10%

Other entries:
SMILES	EPAC1 agonist	MmCpn inh	WRN helicase inh	CCT modulator	PI5P4K alpha inh	EPAC1 antagonist	EPAC2 antag	PLK1 PBD block
O=C(O)CCCN1C(=O)/C(=C/c2ccncc2)SC1=S	-5%	0%	-2%	-0.4	0	4%	-10%	-5%
Cc1cc(C(=O)COC(=O)c2cccc(S(=O)(=O)N(C)C)c2)c(C)n1CC1CCCO1 (stereo not drawn)	-1%	0%	4%	-0.6	-6	0%	8%	3%
Cc1c(C(C)(C)C)s/c(=N/S(=O)(=O)c2ccccc2)n1C	0%	1%	-2%	-1.7	-3	-6%	5%	-3%
Cc1ccc(C)c(S(=O)(=O)NNC(=O)c2sc(NS(=O)(=O)c3ccccc3)nc2C)c1	-3%	2%	-5%	1.2	5	?	?	-12%
Cc1cc(=O)oc(C)c1C(=O)NNC(=O)C1(C)CC1Br (stereo not drawn)	6%	-1%	-2%	2.9	1	-1%	5%	2%
Cc1cccc(NC(=O)CSc2nnc(CCNC(=O)OC(C)(C)C)o2)c1C	-2%	-5%	7%	-3.6	5	-9%	-8%	1%
C=CCN1C(=O)C(O)(CC(=O)c2ccc(Cl)cc2)c2ccccc21 (stereo not drawn)	-8%	2%	-16%	1.0	1	-2%	-1%	?
COc1cc2ncnc(NCc3ccccc3)c2cc1OC	0%	0%	0%	-1.9	3	-17%	-3%	-10%
CCOC(=O)C1=C(C)NC(=O)NC1c1ccc(NC(C)=O)cc1 (stereo not drawn)	9%	-1%	-3%[57.1 µM]	0.5	/	5%	9%	-4%
CN(C)CCCN(C(=O)c1ccc(C(=O)c2ccccc2)cc1)c1nc2cc3c(cc2s1)OCCO3	2%	2%	-7%	0.6	1	-25%	16%	-7%

Record cards, as listed above. Screens in order: EPAC1 agonist | MmCpn inh | WRN helicase inh | CCT modulator | PI5P4K alpha inh | EPAC1 antagonist | EPAC2 antag | PLK1 PBD block
Listed for CCC(C(=O)NC1CCCC1)N(Cc1ccco1)C(=O)Cn1nnc(-c2ccc(C)cc2)n1 (stereo not drawn) : 3% | 1% | -2% | 1.1 | / | -4% | 3% | -7%
Listed for Cc1cc(C(=O)COC(=O)c2cccc(S(=O)(=O)N(C)C)c2)c(C)n1CC1CCCO1 (stereo not drawn) : -1% | 0% | 4% | -0.6 | -6 | 0% | 8% | 3%
Listed for COc1ccc([N+](=O)[O-])cc1N(CC(=O)NCCCOC(C)C)S(C)(=O)=O : 14% | 1% | 7% | -0.9 | 2 | -12% | -6% | -7%
Listed for Cc1ccc(NC(=O)CN(C)C(=O)COC(=O)c2nccnc2N)cc1 : -5% | 0% | -2% | -3.6 | 0 | -16% | 3% | -4%
Listed for CC(=O)NC(CC(=O)OCC(=O)c1cc(C)ccc1C)c1ccccc1 (stereo not drawn) : 9% | 0% | 4% | -3.1 | 0 | 2% | 0% | 2%

This is a subset; count on the stated rates, not on these rows.
